Screening data: PubChem BioAssay, several laboratories
CTSL1 counter – Fasciola hepatica cathepsin L1 inhibitors, primary screen, counter-screen for PFM18AAP inhibitor project, biochemical, QFRET, fluorogenic peptide substrate | recombinant F. hepatica cathepsin L1, Z-Leu-Arg-MCA fluorescence | inhibition, % at 5.96 µM | 300,000 tested, 0.49% active | AID 1906, 2009;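 active means inhibition above the mean of all tested compounds plus 3 SD, set per screening campaign, cut at about 17% in these data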;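 further: 0% = plate median of test compound wells and 100% = 1 µM Z-Phe-Ala-diazomethylketone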
TPT1 inh – Candida albicans TPT1 enzyme inhibitors, primary screen, biochemical, fluorescence polarization. 300,000 tested, 0.81% active. tRNA 2'-phosphotransferase TPT1 (Candida albicans SC5314). recombinant caTPT1, FP RNA substrate dephosphorylation. inhibition, % at 5 µM. AID 1962, 2009;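 active means inhibition above the mean of all tested compounds plus 3 SD, set per screening campaign, cut at about 24% in these data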;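 further: plate controls were DMSO alone for no effect and ferristatin control at 100 nM for full effect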
HCV core dimer – inhibitors of HCV core protein dimerization, primary screen, biochemical, TR-FRET, high-throughput. TR-FRET GST/Flag-core106 dimerization, 1536-well. inhibition, % at 5 µM. 300,000 tested, 0.33% active;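 active means inhibition above the mean of all tested compounds plus 3 SD, set per screening campaign, cut at about 45% in these data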
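test system = GST/Flag-tagged HCV core106 proteins | probe or stimulus = Eu donor and XL665 acceptor anti-tag antibodies | times = compound-protein-antibody incubation 4 h at 22.5 °C | signal = TR-FRET, excitation 340 nm, emission 617 and 671 nm | measure = percent inhibition of core106 dimerization signal | controls = wells lacking GST-core106 and wells with excess unlabelled core106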
PP5 inh – PP5 phosphatase inhibitors, primary screen, biochemical, fluorescence; inhibition, % at 6.7 µM; purified PP5c, OMFP substrate fluorescence; Serine/threonine-protein phosphatase 5 (Homo sapiens), P53041; 320,000 tested, 0.18% active;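 active means inhibition above the campaign's mean inhibition across all tested compounds plus 3 SD, cut at about 9.5% in these data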;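 further: 0% = DMSO only and 100% = 100 µM cantharidin control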
Target sequence (P53041 whole entry, looked up): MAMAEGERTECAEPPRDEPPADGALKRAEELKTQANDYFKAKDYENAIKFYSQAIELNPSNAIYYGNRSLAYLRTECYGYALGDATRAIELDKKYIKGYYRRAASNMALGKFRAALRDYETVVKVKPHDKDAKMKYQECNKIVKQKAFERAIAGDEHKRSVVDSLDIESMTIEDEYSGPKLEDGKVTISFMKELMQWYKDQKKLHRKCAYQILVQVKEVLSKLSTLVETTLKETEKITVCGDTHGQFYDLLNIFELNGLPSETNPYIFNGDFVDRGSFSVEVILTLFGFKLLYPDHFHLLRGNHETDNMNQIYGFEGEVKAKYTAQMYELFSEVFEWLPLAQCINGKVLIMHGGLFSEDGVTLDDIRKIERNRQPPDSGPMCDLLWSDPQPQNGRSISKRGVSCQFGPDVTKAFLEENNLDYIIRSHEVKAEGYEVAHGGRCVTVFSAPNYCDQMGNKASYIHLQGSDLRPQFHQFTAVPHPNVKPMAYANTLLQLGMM
procasp7 counter – procaspase-7 activators, primary screen, counter-screen for procaspase-3 activator project, biochemical, absorbance, HTS, human | recombinant procaspase-7, Ac-DEVD-pNA absorbance 405 nm; D23A/D198A/D206A triple mutant, cannot self-cleave; scale: DMSO 0, 5 µM enzyme 100 | activation, % at 8.5 µM | 330,000 tested, 0.093% active;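 active means percent activation above the screen-wide mean plus 3 SD, cut at about 25% in these data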
Target sequence (P55210 whole entry D23A/D198A/D206A): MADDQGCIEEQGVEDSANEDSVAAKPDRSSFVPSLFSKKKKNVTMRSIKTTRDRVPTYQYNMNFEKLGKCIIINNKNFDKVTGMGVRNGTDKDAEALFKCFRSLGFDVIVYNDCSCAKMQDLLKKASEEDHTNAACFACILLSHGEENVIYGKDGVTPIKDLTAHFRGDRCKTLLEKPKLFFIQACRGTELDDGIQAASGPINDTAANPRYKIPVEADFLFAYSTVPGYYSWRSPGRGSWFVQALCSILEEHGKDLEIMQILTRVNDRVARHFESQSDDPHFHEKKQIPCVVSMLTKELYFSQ
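signal = Epi-absorbance of released pNA at 405 nm, two timepoints | assay system = Uncleavable procaspase-7 mutant enzyme | reagent = Ac-DEVD-pNA substrate, 400 µM as added | times = 1 h enzyme–compound preincubation and 2 h substrate reaction, both 25 °C | benchmarks = low DMSO alone, high DMSO plus 5 µM PC-7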
proCasp3 act – activators of human procaspase-3 D3A mutant, primary screen, biochemical, absorbance, PC-3 D3A mutant, single concentration | 330,000 tested, 0.11% active | recombinant procaspase-3 D3A, Ac-DEVD-pNA absorbance 405 nm | Caspase-3 (Homo sapiens), P42574 | activation, % at 8.5 µM;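 active means activation above the mean of all tested compounds plus 3 SD, cut at about 21% in these data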;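 further: 0% = DMSO alone and 100% = DMSO wells spiked with extra 5 µM PC-3 D3A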
Target sequence (P42574 whole entry D9A/D28A/D175A): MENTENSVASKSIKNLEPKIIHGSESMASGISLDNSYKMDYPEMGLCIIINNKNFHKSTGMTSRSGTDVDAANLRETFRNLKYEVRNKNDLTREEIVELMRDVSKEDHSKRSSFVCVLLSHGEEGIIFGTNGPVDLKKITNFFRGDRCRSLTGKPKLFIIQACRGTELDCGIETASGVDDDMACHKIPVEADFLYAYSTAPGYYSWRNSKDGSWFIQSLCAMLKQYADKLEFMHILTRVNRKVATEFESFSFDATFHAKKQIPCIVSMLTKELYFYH
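Test system: Procaspase-3 D3A mutant, all three cleavage aspartates alanine | Dosing: Single dose, 8.5 µM nominal compound, 0.8% DMSO | Schedule: 1 h preincubation, 2 h reaction | Technique: 405 nm absorbance of p-nitroaniline, reads at 0 and 120 min | Repeats: One well per compound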
GASC-1 inh – inhibitors of GASC-1 histone demethylase, primary screen, biochemical, fluorescence, DELFIA europium; GST-JMJD2C(1-420) H3K9me3 demethylation; AID 2099, 2009; inhibition, % at 2.35 µM; Lysine-specific demethylase 4C (Homo sapiens), Q9H3R0; 330,000 tested, 0.069% active;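 active means more than half of a compound's replicate wells show inhibition beyond 50%, single wells judged on their own value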;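 further: signal counts dimethyl H3K9 product captured on neutravidin plate; 0% = median of DMSO wells and 100% = 0.3 times that DMSO median; strong numbers were not always called active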
PP1 inh – PP1-alpha phosphatase inhibitors, primary screen, counter-screen for PP5 inhibitor project, biochemical, fluorescence, OMFP substrate, single point. AID 2235, 2010. purified PP1alpha. inhibition, % at 6.7 µM. 320,000 tested, 0.9% active. Serine/threonine-protein phosphatase PP1-alpha catalytic subunit (Homo sapiens), P62136;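 active means inhibition above the mean inhibition of all tested compounds plus 3 SD, computed separately for each screening campaign, cut at about 15% in these data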
Efflux pump mplx – inhibitors of Candida efflux pumps in yeast, primary screen, S. cerevisiae, Nile Red, multiplex. S. cerevisiae Candida pump triplex. inhibition, % at 10 µM. 330,000 tested, 0.44% active. AID 485275, 2010;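 active means plate passing quality check with inhibition over a set limit, or well fluorescence over plate mean plus 4 SD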;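 further: Nile Red retained in pooled yeast measured as flow cytometry median fluorescence; 0% = buffer negative control and 100% = Enniatin B positive control; higher means more Nile Red kept so more efflux inhibition; some compounds called inactive have numbers as strong as hits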
* hit, by the source's call; x = no result given.

SMILES | CTSL1 counter | TPT1 inh | HCV core dimer | PP5 inh | procasp7 counter | proCasp3 act | GASC-1 inh | PP1 inh | Efflux pump mplx
COc1ccccc1N1C(=O)c2ccc(C(=O)Nc3ccc(C(=O)O)cc3)cc2C1=O | 0.9 | -3.1 | -3.8 | 1.7 | 0.5 | -3.4 | -0.5 | -4.4 | -0.1
COC(=O)CNC(=O)Cn1nc(C)c([N+](=O)[O-])c1C | -6.7 | -2.6 | -3.8 | 0.6 | 2.9 | 5.7 | -18.1 | -1.8 | 0.0
COC(=O)c1c(NC(=O)c2ccoc2C)sc(C)c1C | -0.8 | -0.6 | 0.4 | 2.5 | 6.3 | 3.5 | -1.1 | -9.9 | 0.0
N#Cc1ccc(OCC(=O)OCC(=O)Nc2sccc2C(N)=O)cc1 | x | x | x | 2.6 | -11.6 | -5.1 | 1.5 | -1.4 | -0.1
NSc1nc(N)c2nc(-c3ccccc3)c(-c3ccccc3)nc2n1 | 1.2 | -1.2 | 29.2 | 3.9 | -20.0 | -21.2 | 3.6 | 9.0 | 0.1
CCc1ccc(N2CC(C(=O)Nc3ccc(S(=O)(=O)NCC4CCCO4)cc3)CC2=O)cc1 (stereo unspecified) | 1.6 | 0.4 | -1.2 | 4.0 | 12.6 | -0.7 | 0.0 | -3.2 | 0.1
COc1ccc(SC[C@H](C)CN2CC[C@H](C)CCC2=O)cc1 | x | x | x | 0.2 | 1.9 | -0.5 | -1.4 | -0.9 | 0.2
C/C(=N\NC(=O)c1cc(-c2cccc([N+](=O)[O-])c2)n[nH]1)c1ccc(F)cc1 | -3.0 | -0.5 | 4.2 | -2.5 | -0.9 | -3.6 | 13.1 | 7.8 | 0.0
CC(=O)Nc1ccc(S(=O)(=O)NCC2CCC(C(=O)NCCC3=CCCCC3)CC2)cc1 (stereo unspecified) | -3.7 | -2.1 | 2.9 | -0.6 | 11.3 | 4.7 | 2.6 | -1.2 | 0.1
Cc1nnc(SCC(=O)N(CC(C)C)C2CCS(=O)(=O)C2)s1 (stereo unspecified) | x | x | x | -1.7 | 6.6 | -7.3 | -18.2 | -6.0 | -0.2
O=C1C2C3C=CC(C2C(=O)N1c1nccs1)C1C(=O)N(c2nccs2)C(=O)C31 (stereo unspecified) | -1.7 | 0.3 | -3.2 | 1.3 | 11.5 | 1.9 | 19.8 | -0.4 | 0.0
COc1ccc(CC(=O)OCC(=O)c2c[nH]c3ccccc23)cc1 | x | x | x | 2.2 | 5.3 | 7.6 | 0.0 | 3.1 | -0.3
CN(C)c1ccc(C(=O)N2CCCC2)cc1 | 3.2 | -3.3 | -4.5 | 0.7 | 11.5 | -0.2 | 3.7 | 1.8 | 0.0
O=[N+]([O-])c1ccc(C(O)CN2CCN(Cc3ccccc3)CC2)cc1 (stereo unspecified) | 0.9 | -1.5 | 2.4 | -0.2 | 0.7 | -0.7 | -1.5 | -0.6 | 0.0
CC(C)C(C)NC(=O)COc1ccc(S(=O)(=O)N2CCOCC2)cc1Cl (stereo unspecified) | -3.9 | -3.4 | -1.8 | -0.1 | 10.6 | 3.7 | -2.9 | -1.3 | 0.0
COc1ccc(CCn2c(NCc3ccco3)nc3c2c(=O)[nH]c(=O)n3C)cc1 | 3.1 | 2.3 | 3.9 | -0.1 | 6.5 | -3.7 | -24.2 | -2.8 | 0.0
CCCC1(c2ccccc2)NC(=O)N(CC(=O)Nc2ccccc2C(F)(F)F)C1=O (stereo unspecified) | -1.9 | 0.4 | -0.1 | 5.7 | -5.5 | -2.5 | -5.8 | 0.2 | 0.1
CCCCSc1nnc(-c2cc(Br)ccc2N)c(=O)[nH]1 | -1.8 | 0.6 | -0.2 | 1.7 | -6.5 | 4.0 | -2.7 | 5.9 | 0.2
COc1ccc(C2C3=C(OC(C)=O)c4ccccc4C3=Nc3c2c(=O)n(C)c(=O)n3C)cc1 (stereo unspecified) | -1.7 | -0.9 | 3.5 | 0.1 | 4.5 | -7.1 | 0.8 | 4.1 | 0.1
O=C(OCC(=O)N1CCN(S(=O)(=O)c2ccc(Cl)cc2)CC1)C1CCC1 | -37.5 | -1.3 | -2.1 | -1.9 | -2.9 | -4.8 | 3.2 | -3.4 | 0.2
CCOC(=O)Cc1cc(=O)n2[nH]c(C)c(-c3ccc(OC)cc3)c2n1 | -3.7 | -0.2 | -8.0 | -2.9 | 3.0 | -3.7 | 1.4 | 13.1 | 0.0
Cc1c(C)c2ccc(OCC(=O)N3CCN(c4ccc(F)cc4)CC3)c(C)c2oc1=O | 1.8 | -0.9 | 11.9 | 0.0 | 9.6 | 3.8 | -3.0 | -3.1 | 0.0
O=[N+]([O-])c1ccc(N2CCCCC2)cc1N1CCOCC1 | -0.4 | 25.3* | 3.7 | -2.5 | -8.1 | 3.6 | 7.6 | 2.8 | 0.1
CCCCOCCCNC(=O)N[C@H](C(=O)OC)C(C)C | 0.3 | 2.0 | -0.1 | 2.8 | 3.3 | 7.8 | 8.6 | -2.1 | 0.1
Cn1nc(C(=O)Nc2ccc(S(=O)(=O)N3CCCCC3)cc2)c2ccccc2c1=O | -1.8 | -4.0 | 1.5 | 0.3 | -4.2 | 4.2 | -1.7 | 1.3 | 0.1

Some of these compounds in order of the HCV core dimer value, falling.
SMILES,HCV core dimer
COc1ccc(CCn2c(NCc3ccco3)nc3c2c(=O)[nH]c(=O)n3C)cc1,3.9
CCCCOCCCNC(=O)N[C@H](C(=O)OC)C(C)C,-0.1
O=C1C2C3C=CC(C2C(=O)N1c1nccs1)C1C(=O)N(c2nccs2)C(=O)C31 (stereo unspecified),-3.2

Going on with the list:
SMILES | CTSL1 counter | TPT1 inh | HCV core dimer | PP5 inh | procasp7 counter | proCasp3 act | GASC-1 inh | PP1 inh | Efflux pump mplx
Cn1ncc(Br)c1C(=O)NC1C2CC3CC(C2)CC1C3 (stereo unspecified) | -2.8 | 1.1 | -4.7 | -0.6 | -3.7 | 2.4 | -31.9 | -3.6 | 2.6
COc1ccc(C(=O)NC(=S)NCCc2ccccc2)cc1 | -2.3 | 0.3 | 1.7 | 1.8 | -10.5 | -8.4 | 5.1 | 1.4 | 0.0
O=C(O)CSCC(=O)NCc1ccccc1 | -3.3 | 0.4 | 5.3 | 1.1 | 4.8 | 2.3 | -1.3 | -1.6 | 0.0
CCC1C/C(=C\c2cc(OC)c(OC)cc2OC)C(=O)/C(=C/c2cc(OC)c(OC)cc2OC)C1 (stereo unspecified) | 4.3 | 64.0* | 17.4 | 2.4 | -13.1 | -1.1 | -0.6 | -1.4 | 0.0
O=C(/C=C/Nc1ccc(Br)cn1)c1cccc(OC(F)F)c1 | x | x | x | 1.7 | 10.0 | 8.3 | -5.9 | -1.6 | -0.3
O=C(Nc1cccc(S(=O)(=O)N2CCCCC2)c1)c1cccs1 | -2.6 | 1.4 | 0.1 | 1.2 | 16.8 | -1.4 | 5.0 | -0.5 | 1.9
Nc1nnn(CC(=O)N/N=C/c2ccncc2)n1 | -4.8 | -0.4 | 0.0 | -0.4 | 7.3 | 7.6 | 1.5 | -7.3 | -0.2
COc1ccc(OC)c(Nc2nc(N)nc(-c3cc4ccccc4o3)n2)c1 | 4.4 | 2.8 | 3.1 | 0.3 | 3.5 | 6.7 | 7.2 | 15.7* | -0.3
Cc1ccc(S(=O)(=O)N2CCOCC2)cc1C(=O)NCc1ccccn1 | x | x | x | 1.4 | -1.3 | 9.0 | x | -10.3 | -0.1
CCc1ccc(OCC(=O)N2c3ccccc3CCc3ccccc32)cc1 | -0.1 | -0.3 | 3.2 | 2.5 | 7.9 | 9.7 | 3.1 | 1.9 | 0.0
O=C(NCc1ccccc1)C1=C[C@@H](c2ccccc2)C[C@@H](OCCCCO)O1 | 0.2 | -0.9 | 11.6 | 0.8 | 5.3 | 9.0 | 2.8 | 1.4 | -0.1
Cc1cccc(/N=C/c2c(C)[nH]n(-c3ccccc3)c2=O)n1 | -3.6 | 2.2 | 1.9 | 1.6 | 9.0 | 1.7 | 0.9 | -7.4 | 0.1
O=C(CN1C(=O)NC2(CCCC2)C1=O)Nc1ccc(Cl)cc1C(F)(F)F | -1.3 | 0.8 | 3.5 | 0.9 | 2.9 | 8.6 | 9.9 | -6.6 | 0.0
COc1cccc(C(=O)C2CCCN(C/C=C/c3ccccc3OC)C2)c1 (stereo unspecified) | 2.4 | -1.7 | -2.9 | 0.1 | 11.0 | 1.7 | 4.9 | -3.4 | -0.3
CCOc1ccc(C(=O)N[C@H](C(=O)O)C(C)C)cc1 | -0.3 | 0.6 | -1.8 | 1.3 | 13.3 | 1.9 | 19.7 | 0.4 | 0.0
CC(C)S(=O)(=O)C/C(N)=N/OS(=O)(=O)c1ccc(Cl)cc1 | 0.3 | 2.0 | 0.3 | -3.0 | 5.0 | -9.1 | -2.4 | -4.9 | 0.0
Cc1ccc(N2NC(=O)/C(=C/c3ccc(-c4ccc(Cl)c(C(=O)O)c4)o3)C2=O)cc1 | -3.0 | 1.6 | -8.5 | 0.5 | -5.1 | 2.1 | 1.9 | 0.3 | -0.1
COc1ccc2c(c1)cc(C(=O)O)n2C | -3.1 | 1.7 | 3.7 | -1.6 | 12.0 | 3.0 | -7.3 | -3.1 | 0.0
Cc1ccc(CNC(=O)C2(NC(=O)Nc3ccc(C)cc3)CCCCC2)cc1 | 8.5 | -0.2 | 5.7 | 3.6 | 1.7 | -6.7 | 1.9 | 4.1 | 0.0
O=C(CN(C1CCCCC1)S(=O)(=O)c1ccc(Br)cc1)NCc1cccnc1 | 4.1 | -2.3 | -1.5 | -0.9 | 0.0 | 3.6 | -7.8 | -1.4 | 0.0
CS(=O)(=O)N(CC(=O)N1CCC(C(N)=O)CC1)c1ccc(Oc2ccccc2)cc1 | -1.9 | -15.5 | -1.4 | 0.6 | 4.2 | 3.9 | 25.5 | -1.3 | -0.1

For convenience, two of the compounds above:
SMILES | CTSL1 counter | TPT1 inh | HCV core dimer | PP5 inh | procasp7 counter | proCasp3 act | GASC-1 inh | PP1 inh | Efflux pump mplx
O=C(CN(C1CCCCC1)S(=O)(=O)c1ccc(Br)cc1)NCc1cccnc1 | 4.1 | -2.3 | -1.5 | -0.9 | 0.0 | 3.6 | -7.8 | -1.4 | 0.0
CS(=O)(=O)N(CC(=O)N1CCC(C(N)=O)CC1)c1ccc(Oc2ccccc2)cc1 | -1.9 | -15.5 | -1.4 | 0.6 | 4.2 | 3.9 | 25.5 | -1.3 | -0.1
